NOD1 inhibition: NOD1 signaling inhibitors, primary screen, cell-based, luminescence, uHTS (AID 1578) | NOD1-driven NF-kB luciferase reporter cells, luminescence; higher % means a stronger effect | one-dose inhibition, % at 4 µM; EC50 in µM for titrated hits | actives 1% (n = 290,000); in the data active = inhibition mostly above about 36%, no sharp cut-off; inactive = mostly below about 34%;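 note: HEK-293T reporter cells stimulated with the NOD1 agonist gamma-tri-DAP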
KOR beta-arrestin-1: KOR agonists, beta-arrestin recruitment, primary screen, cell-based, luminescence, uHTS (AID 1777) | Kappa-type opioid receptor (Homo sapiens) | KOR beta-arrestin recruitment, luminescence; higher % means a stronger effect | activation, % at 10 µM; hits with a dose series show EC50 in µM | actives 0.02% (n = 280,000); in the data active = activation above about 50%, passing the limit was not always enough; note: a part of the inactive calls stands beside numbers as strong as those of hits
LYP phosphatase: inhibitors of LYP phosphatase, biochemical, fluorescence intensity, uHTS (AID 1779); Tyrosine-protein phosphatase non-receptor type 22 (Homo sapiens); recombinant LYP phosphatase, fluorescence intensity; higher % means a stronger effect; inhibition, % at 11.5 µM, or IC50 in µM where a hit was titrated; actives 0.054% (n = 290,000);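 note: plate controls were vehicle with enzyme for no effect and no enzyme for full effect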
PMI inhibitors: inhibitors of human PMI, primary screen, biochemical, fluorescence intensity, coupled assay (AID 1209) | Mannose-6-phosphate isomerase (Homo sapiens) | purified PMI enzyme, coupled fluorescence intensity; higher % means a stronger effect | one-dose inhibition, % at 20 µM; IC50 in µM for titrated hits | actives 0.42% (n = 190,000);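 note: plate controls were DMSO vehicle for no effect and wells lacking substrate for full effect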
KOR beta-arrestin-2: KOR antagonists, beta-arrestin recruitment, cell-based, luminescence, uHTS (AID 1778). Kappa-type opioid receptor (Homo sapiens). KOR beta-arrestin recruitment, luminescence, antagonist mode; higher % means a stronger effect. actives 0.091% (n = 290,000). inhibition, % at 10 µM; hits with a dose series show IC50 in µM; note: strong numbers were not always called active
TNAP activation fold: human TNAP enzyme activators, primary screen, biochemical, luminescent, no phosphate acceptor, uHTS (AID 1001). Alkaline phosphatase, tissue-nonspecific isozyme (Homo sapiens). purified TNAP, luminescent activation assay, no phosphate acceptor; higher activation fold means a stronger effect. activation fold at 20 µM; hits with a dose series show EC50 in µM. actives 0.03% (n = 200,000); in the data active = activation fold from about 3, or a potency from the dose series; inactive = the rest, 99 in 100 with activation fold below about 1.6; note: many of its hits are not listed in these tables
HEK293 NOD2/NF-kB: NOD2 signaling inhibitors, cell-based, luminescence, uHTS, HEK293 (AID 1566); HEK293 NOD2/NF-kB luciferase reporter, luminescence; higher % means a stronger effect; one-dose inhibition, % at 4 µM; EC50 in µM for titrated hits; actives 0.63% (n = 290,000); note: many of its hits are not listed in these tables
PMI inhibition: human PMI inhibitors, high substrate, primary screen, biochemical, fluorescence intensity, high mannose 6-phosphate (AID 1220). recombinant PMI enzyme, coupled fluorescence intensity; higher % means a stronger effect. inhibition, % at 20 µM, or IC50 in µM where a hit was titrated. actives 0.66% (n = 190,000)
XIAP antagonists: XIAP antagonists, biochemical, IAP family, fluorescence polarization (AID 1018); E3 ubiquitin-protein ligase XIAP (Homo sapiens); XIAP BIR domain, fluorescence polarization peptide displacement; higher % means a stronger effect; displacement, % at 20 µM, or IC50 in µM where a hit was titrated; actives 0.007% (n = 200,000); in the data active = displacement above about 50%; note: a part of the inactive calls stands beside numbers as strong as those of hits
Starred values were filed as active, the others as inactive; . = no result given. Cut-off read from the data, not from the text of the source, unless noted: active = inhibition above about 50%; inactive = the rest. Some of the compounds tested (hit frequency here may not be typical).

Order of results – LYP phosphatase	XIAP antagonists	KOR beta-arrestin-2	KOR beta-arrestin-1	TNAP activation fold	HEK293 NOD2/NF-kB	PMI inhibition	NOD1 inhibition	PMI inhibitors
> CC1=C(C(=O)OCCOC(C)C)C(c2cc3c(cc2Br)OCO3)C2=C(CCCC2=O)N1 (stereo not given)
→ -3%	-6.1%	-19%	0.7%	1.2	4%	-10%	7%	1%
> NC(=S)N=Nc1c(O)n(CCCl)c2ccc(Cl)cc12
→ -6%	-4.0%	17%	-9.6%	0.9	-61%	1%	-14%	3%
> Cc1cc(Cl)c2oc(C(=O)NCCN3CCCCC3CO)c(C)c2c1 (stereo not given)
→ 0%	.	19%	-0.8%	.	-14%	.	-37%	.
> O=C(NCCc1ccccc1)C1CCN(C2CCN(Cc3ccco3)CC2)CC1
→ -9%	-6.8%	-7%	-2.7%	1.1	-2%	8%	-52%	14%
> C=C(C)COc1ccc(-c2ncnc(C(F)(F)F)c2-c2ccc(OC)cc2)c(O)c1
→ 6%	.	-2%	-0.3%	.	9%	.	-14%	.
> O=C(NCC(=O)N(CC1CCCO1)C(C(=O)NC1CCCCC1)c1cccnc1)c1cccs1 (stereo not given)
→ -5%	-1.0%	13%	-3.3%	1	16%	5%	-38%	-6%
> COc1ccc(CCNC(=O)C(=O)NN=C2CCCCCCC2)cc1OC
→ -1%	.	6%	1.1%	.	22%	.	2%	.
> COCc1cc(Sc2c(Cl)cccc2Cl)nc(-c2ccccc2)n1
→ -6%	-6.9%	8%	-3.3%	1.1	10%	9%	6%	7%
> O=C(N/N=C/c1cc2c(cc1Cl)OCO2)c1ccc2c(c1)OCCO2
→ -2%	.	14%	6.7%	.	-17%	.	-8%	.
> O=C(c1ccco1)N(CCO)Cc1cc2cc3c(cc2[nH]c1=O)OCO3
→ 0%	-9.4%	-62%	3.0%	1.1	-12%	5%	17%	-13%
> NC(=O)C(CC(=O)O)NC(=O)[C@@H]1CCCNc2c(I)cc([N+](=O)[O-])cc2C(=O)N[C@@H](CO)C(=O)N[C@@H](Cc2ccc(O)cc2)C(=O)N1 (stereo not given in full)
→ -4%	-9.2%	14%	-0.2%	1	13%	-4%	-15%	-8%
> COc1cccc(OC)c1C(=O)Nc1ccc2c(c1)Cc1ccccc1-2
→ 3%	-0.1%	-57%	-0.5%	1.1	-29%	0%	-34%	7%
> COc1cc(NC(=O)c2cccs2)ccc1NC(=O)Cc1ccccc1
→ -3%	.	-13%	-0.3%	.	1%	.	-41%	.
> CNC(=S)N(CCc1ccccc1)Cc1cc2cc(OC)c(OC)cc2[nH]c1=O
→ -2%	-1.2%	-15%	1.6%	1	15%	14%	-17%	22%
> O=c1c2ccccc2nc2n1CCO2
→ -3%	.	1%	0.0%	.	-10%	.	3%	.
> CCOC(=O)C1CCN(CC(C)(C)NS(=O)(=O)c2ccc(Cl)cc2)CC1
→ -6%	.	12%	-6.8%	.	17%	.	-25%	.
> O=C(C1CCN(C2CCN(Cc3ccc4c(c3)CCO4)CC2)CC1)N1CCOCC1
→ -7%	-5.4%	-8%	-3.0%	1.1	12%	9%	32%	4%
> CCOc1ccc(-n2cnc3sc(C)c(C)c3c2=O)cc1
→ -5%	.	-4%	4.3%	.	1%	.	-34%	.
> O=C(OC(C(=O)NCC1CCCO1)c1ccccc1F)c1ccco1 (stereo not given)
→ -11%	0.5%	-14%	8.6%	1.1	6%	-4%	1%	-5%
> O=C(O)CCN(CCC(=O)O)S(=O)(=O)c1ccccc1
→ 2%	40%	-8%	2.9%	1.2	5%	-2%	-11%	-4%
> Cc1ccc(C(=O)C2CCN(S(=O)(=O)c3ccccc3C(=O)O)CC2)cc1
→ -16%	.	-22%	-4.4%	.	7%	.	-1%	.
> O=C(NN1CCOCC1)c1ccc(Cl)c(Cl)c1
→ -9%	.	-1%	-0.7%	.	-2%	.	-51%	.
> COc1ccc(C2Cc3ccccc3C(=O)O2)cc1 (stereo not given)
→ -5%	2.8%	-25%	-1.0%	1.1	-14%	3%	-17%	4%
> Cc1ccc2nc(N(CCCN(C)C)C(=O)c3sc4ccccc4c3Cl)sc2c1
→ 11%	-1.3%	7%	7.8%	1	-8%	2%	-30%	3%
> CSc1cccc(NC(=O)Cc2ccccc2[N+](=O)[O-])c1
→ -4%	-4.1%	0%	-2.7%	1.1	0%	5%	-12%	9%

Sorted by count of non-hydrogen atoms (low to high): some entries from above.
Order of results – LYP phosphatase	XIAP antagonists	KOR beta-arrestin-2	KOR beta-arrestin-1	TNAP activation fold	HEK293 NOD2/NF-kB	PMI inhibition	NOD1 inhibition	PMI inhibitors
> COc1ccc(C2Cc3ccccc3C(=O)O2)cc1 (stereo not given)
→ -5%	2.8%	-25%	-1.0%	1.1	-14%	3%	-17%	4%
> O=C(O)CCN(CCC(=O)O)S(=O)(=O)c1ccccc1
→ 2%	40%	-8%	2.9%	1.2	5%	-2%	-11%	-4%
> COc1cccc(OC)c1C(=O)Nc1ccc2c(c1)Cc1ccccc1-2
→ 3%	-0.1%	-57%	-0.5%	1.1	-29%	0%	-34%	7%
> COc1ccc(CCNC(=O)C(=O)NN=C2CCCCCCC2)cc1OC
→ -1%	.	6%	1.1%	.	22%	.	2%	.

Full records, quoted from the list:
O=C(O)CCN(CCC(=O)O)S(=O)(=O)c1ccccc1 is listed as LYP phosphatase: 2%; XIAP antagonists: 40%; KOR beta-arrestin-2: -8%; KOR beta-arrestin-1: 2.9%; TNAP activation fold: 1.2; HEK293 NOD2/NF-kB: 5%; PMI inhibition: -2%; NOD1 inhibition: -11%; PMI inhibitors: -4%
C=C(C)COc1ccc(-c2ncnc(C(F)(F)F)c2-c2ccc(OC)cc2)c(O)c1 is listed as LYP phosphatase: 6%; XIAP antagonists: .; KOR beta-arrestin-2: -2%; KOR beta-arrestin-1: -0.3%; TNAP activation fold: .; HEK293 NOD2/NF-kB: 9%; PMI inhibition: .; NOD1 inhibition: -14%; PMI inhibitors: .

Source: PubChem
